Assay outcomes (PubChem BioAssay)
GPR151 ag: activators of human GPR151, primary screen, cell-based, PathHunter beta-arrestin, luminescence; G-protein coupled receptor 151 (Homo sapiens), Q8TDV0; PathHunter beta-arrestin GPR151 cells; activation, % at 11.2 µM; 650,000 tested, 1% active; in the data active means activation above about 4.9%;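 further: 0% = median of compound wells and 100% = cells with positive control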
Target sequence (Q8TDV0 whole entry, looked up): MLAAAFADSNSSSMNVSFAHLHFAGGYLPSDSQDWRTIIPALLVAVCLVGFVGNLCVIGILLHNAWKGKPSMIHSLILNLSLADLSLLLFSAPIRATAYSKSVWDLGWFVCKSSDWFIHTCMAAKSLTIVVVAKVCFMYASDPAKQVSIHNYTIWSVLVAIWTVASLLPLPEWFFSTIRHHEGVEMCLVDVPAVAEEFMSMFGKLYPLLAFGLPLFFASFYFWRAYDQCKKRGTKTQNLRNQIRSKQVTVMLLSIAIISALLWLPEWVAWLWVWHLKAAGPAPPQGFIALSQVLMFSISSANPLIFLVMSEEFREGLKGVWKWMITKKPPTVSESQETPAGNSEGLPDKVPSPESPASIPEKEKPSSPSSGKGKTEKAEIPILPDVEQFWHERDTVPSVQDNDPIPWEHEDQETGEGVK
FBW7 act: FBW7 E3 ligase activators, primary screen, biochemical, AlphaScreen, human; 650,000 tested, 0.13% active; F-box/WD repeat-containing protein 7 (Homo sapiens), Q969H0; AlphaScreen FBW7–phospho-cyclin E peptide binding, activator screen; normalized activity (activation), % at 26.1 µM; in the data active means normalized activity above about 1.9%;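 further: purified mutant Fbw7 with reduced substrate affinity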
MITF primary: MITF inhibitors, primary screen, biochemical, AlphaScreen, human | Microphthalmia-associated transcription factor (Homo sapiens), O75030 | AlphaScreen MITF homodimerization, bead proximity signal | inhibition, % at 2.6 µM | 650,000 tested, 0.91% active | AID 1259374, 2018; in the data active means inhibition above about 50%;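 further: 0% = vehicle wells with protein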
Target sequence (O75030 whole entry, looked up): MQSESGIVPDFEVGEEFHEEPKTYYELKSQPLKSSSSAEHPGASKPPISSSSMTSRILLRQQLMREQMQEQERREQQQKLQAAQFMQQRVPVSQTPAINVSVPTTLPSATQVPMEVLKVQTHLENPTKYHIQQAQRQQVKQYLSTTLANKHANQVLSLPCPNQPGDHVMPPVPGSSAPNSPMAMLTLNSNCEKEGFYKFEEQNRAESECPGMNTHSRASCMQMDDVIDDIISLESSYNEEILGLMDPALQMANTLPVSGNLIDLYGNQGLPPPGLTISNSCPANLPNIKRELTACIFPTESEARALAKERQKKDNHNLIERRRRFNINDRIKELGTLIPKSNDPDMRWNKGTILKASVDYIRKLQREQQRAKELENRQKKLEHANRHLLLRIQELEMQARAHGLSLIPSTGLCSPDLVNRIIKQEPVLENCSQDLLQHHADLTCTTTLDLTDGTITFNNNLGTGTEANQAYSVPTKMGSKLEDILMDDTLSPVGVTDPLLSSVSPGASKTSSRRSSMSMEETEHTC
TEAD-YAP inh: TEAD-YAP interaction inhibition, primary screen, TEAD-YAP interaction inhibitor project, luminescence, HEK-TIYL cells; inhibition, % at 9.12 µM; 640,000 tested, 1.4% active; TEAD-Gal4/YAP UAS-luciferase luminescence; AID 1259422, 2018; in the data active means inhibition above about 32%;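 further: 0% = median of test compound wells and 100% = reference inhibitor wells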
* marks the source's active call; other numbers are inactive results. This is a random part of the collection; about 3.5% have a hit in one of these screens.

Values in the order: GPR151 ag	FBW7 act	MITF primary	TEAD-YAP inh
N#Cc1c(N)nc(SC2CCCCC2=O)c(C#N)c1-c1ccc(O)cc1 (stereo unspecified)
→ -0.2	0.2	-8	15
Cc1nc2ccc3nc(NC(=O)Cc4ccccc4)sc3c2s1
→ 1.2	0.0	-2	0
O=C(NCc1cccnc1)C1CCCN1S(=O)(=O)c1ccc2ccccc2c1 (stereo unspecified)
→ -0.3	0.0	-1	-6
Cc1ccc(C)c(NC(=O)C2CCC(CNc3c(N4CCC(C)CC4)c(=O)c3=O)CC2)c1 (stereo unspecified)
→ -0.3	0.1	6	-1
COc1ccc(C2CC(=O)C3=C(C2)Nc2ccccc2NC3c2cccc(Cl)c2Cl)cc1 (stereo unspecified)
→ 1.0	0.0	0	-7
CN(c1ccccc1)S(=O)(=O)c1cn(C)c(=O)n(C)c1=O
→ -0.6	0.6	6	13
Cn1c(CCN)nnc1SCc1ccccc1
→ -0.8	-0.1	7	0
CCc1ccc2oc(-c3cc(N)cc(C)c3O)nc2c1
→ 0.4	-0.1	15	-72
CC(C)n1cnc2c(NCCc3ccc(O)cc3)nc(Nc3ccncn3)nc21
→ -0.2	-0.1	-1	19
C=CCOCCN1C(=O)C2C3c4ccccc4C(c4ccccc43)C2C1=O (stereo unspecified)
→ -0.3	0.0	2	16
O=C(CCCCCn1c(SCc2ccncc2)nc2ccccc2c1=O)NCC1CCCO1 (stereo unspecified)
→ -0.7	-0.1	0	-19
O=C(CC(NCc1ccco1)C(=O)O)Nc1ccc(O)cc1 (stereo unspecified)
→ -1.1	-0.1	8	4
C[N+](C)(C)[C@@H](Cc1c[nH]c(=S)[nH]1)C(=O)O
→ 0.3	-0.2	-1	-6
O=C(CCc1n[nH]c(=O)[nH]c1=O)N/N=C/c1ccc(Br)o1
→ -0.7	-0.1	1	2
O=C(O)c1cc(C(=O)O)cc(N2C(=O)c3ccccc3C2=O)c1
→ 0.5	-0.1	-6	-2
COC(=O)c1c(N)oc2c(-c3ccc(Cl)cc3)c3c(C(=O)OC)c(N)oc3cc12
→ -0.6	-0.1	-7	-15
C/C(=N\NC(=O)COc1cccc(Br)c1)c1ccc(F)cc1
→ -1.5	-0.1	9	-2
CC1CCN(C(=O)CN(Cc2ccccc2)S(=O)(=O)c2cc(Cl)ccc2Cl)CC1
→ -0.8	0.0	-8	-5
COc1ccc(C(=O)OCC(=O)NCC(F)(F)F)c(OC)c1
→ -1.0	0.1	4	7
O=C(CN1CCN(CC(=O)Nc2ccccc2F)CC1)Nc1ccc2c(c1)OCCO2
→ -0.2	0.0	13	16

Overlap with the part before: 3 entries, then new ones.
Values in the order: GPR151 ag	FBW7 act	MITF primary	TEAD-YAP inh
CC1CCN(C(=O)CN(Cc2ccccc2)S(=O)(=O)c2cc(Cl)ccc2Cl)CC1
→ -0.8	0.0	-8	-5
COc1ccc(C(=O)OCC(=O)NCC(F)(F)F)c(OC)c1
→ -1.0	0.1	4	7
O=C(CN1CCN(CC(=O)Nc2ccccc2F)CC1)Nc1ccc2c(c1)OCCO2
→ -0.2	0.0	13	16
COc1cccc(C(C#N)N2N=C(C)CC2c2ccccc2)c1O (stereo unspecified)
→ 1.5	0.2	-5	-8
O=C(O)CCCC(=O)N1CCc2cc(S(=O)(=O)NC3CCCCCC3)ccc21
→ 1.2	-0.1	11	6
C/C(=N\NC(=O)c1cc(C(C)(C)C)[nH]n1)c1ccc(N)cc1
→ -0.2	0.8	13	-1
CCOC(=O)c1c(-c2ccccc2)csc1NC(=O)c1ccc(OC)cc1
→ -0.3	0.0	-2	4
CCC(C)NC(=O)Cn1c2cc(OC)c(OC)cc2c2nc(=O)cc(C)n21 (stereo unspecified)
→ -1.2	0.1	9	7
COc1ccc(/C=C/C(=O)NCC2Cc3cc(Cl)cc(-c4ncccn4)c3O2)cc1 (stereo unspecified)
→ -0.2	-0.1	5	-14
O=C(Oc1ccc2ccccc2c1)c1ccc(Cl)c([N+](=O)[O-])c1
→ 0.7	-0.1	-3	-11
CCOc1ccc(CCNC(=O)c2cc([N+](=O)[O-])ccc2N2CCOCC2)cc1OCC
→ 0.2	-0.1	7	-2
O=C(O)c1ccc(N2C(=O)/C(=C\c3cccs3)SC2=S)cc1O
→ 0.2	-0.2	6	-22
Cc1ccc(NC(=O)C2C3C=CC4(O3)C2C(=O)N(C2CCCCC2)C4C(=O)NC2CCCC(C)C2C)cc1Cl (stereo unspecified)
→ 0.2	-0.1	-7	-2
O=C(O)c1cc2ncc(-c3[nH]ncc3[N+](=O)[O-])cn2n1
→ -1.3	-0.1	-4	6
Cc1nc(SCC(=O)N2CCCC2)c2c3c(sc2n1)CC(C)CC3 (stereo unspecified)
→ 0.5	0.1	-16	1
Cc1ccc(Cn2c(=O)c3cccnc3n(CC(=O)Nc3ccccc3)c2=O)cc1
→ -1.1	0.2	-1	-4
Cc1ccc(C(=O)C(C)OC(=O)c2ccc([N+](=O)[O-])cc2)cc1 (stereo unspecified)
→ 0.1	-0.5	8	-2
Cc1nn(CCO)c2ncc(C(=O)c3cc(Cl)cc(Cl)c3O)cc12
→ -0.5	-0.1	-9	2
CCCc1[nH]n(-c2ccc(F)cc2)c(=O)c1C=NCc1ccc(Cl)cc1
→ 0.9	-0.1	6	6
COc1cc(/C=C(/C#N)c2ccc(C#N)cc2)cc(Cl)c1O
→ 4.5	0.1	11	4
CCOc1ccc(NC(=O)CSc2nc3n[nH]c(C)c3c(=N)n2-c2ccccc2CC)cc1
→ -0.2	-0.1	-4	6
Cc1occc1-c1nnc(SCC(=O)NC(C)(C)C)n1-c1ccc(F)cc1
→ 0.0	0.1	-7	-3
CCc1ccc(C(=O)COC(=O)c2[nH]c(C)c(C(C)=O)c2C)cc1
→ -1.4	0.2	11	-11
CC(=O)N1CCC(C(=O)OCC(N)=O)(c2ccccc2)CC1
→ 0.2	0.4	-6	8
COc1ccc(Cl)cc1NC(=O)CCNS(=O)(=O)c1ccc2c(c1)CCC(=O)N2
→ 1.5	-0.2	-1	6
COc1ccc(OC)c(NC(=O)c2ccc3c(c2)C(=O)N(c2cccc([N+](=O)[O-])c2)C3=O)c1
→ -0.1	0.1	1	-11
O=S(=O)(Nc1cc(Cl)c(O)c(Cl)c1Cl)c1ccccc1
→ 3.4	-0.1	13	10
Cc1cccc(C(=O)N2CCN(c3nc(C)cc(N4CCCC4)n3)CC2)c1
→ -0.3	-0.2	7	5
C=CCn1c(=O)c2c(nc3n(CC=C)c(C)cn23)n(C)c1=O
→ 0.6	-0.2	3	5
COc1ccc(CN2CCC(C(=O)NCCN3CCOCC3)CC2)c(OC)c1
→ -0.1	-0.3	-1	0
Cc1nc2ccc3nc(NC(=O)c4ccccc4F)sc3c2s1
→ -1.2	0.0	5	-57
CC(C)C(=O)Oc1ccc(NC2=NS(=O)(=O)c3ccccc32)cc1
→ -0.7	-0.2	5	-3
Cc1ccc(OCCOc2ccc([N+](=O)[O-])cc2-c2nc3sc4c(c3c(=O)[nH]2)CCCC4)cc1
→ 0.9	-0.1	-7	-4
CC(C)(C)NC(=O)CSc1ncnc2c1cnn2-c1ccc(F)cc1
→ -2.3	1.4	1	2
CCOC(=O)c1cnc2ccc(Br)cc2c1NCCCCCO
→ 0.2	-0.1	1	4
CC(C)c1nc(=S)n(-c2ccccc2)[nH]1
→ 0.6	-0.1	-4	-6
CCN(CC)C(=O)c1ccc2c(=O)n(CC3CCCO3)c(=S)[nH]c2c1 (stereo unspecified)
→ -0.2	-0.1	0	2
CNC(=O)c1cc2ccccc2oc1=O
→ 0.4	0.0	1	1
COc1cccc(S(=O)(=O)NCc2ccccn2)c1
→ -1.7	0.0	9	10
O=C(NCC(c1ccco1)N1CCOCC1)c1ccc(C(F)(F)F)cc1 (stereo unspecified)
→ -1.2	-0.1	-4	-1
COc1cccc([C@@H](C)NCc2c(C(=O)N3CCOCC3)nc3c(C)cccn23)c1
→ 0.5	0.0	-6	1
Cc1nc([N+](=O)[O-])cn1CC(=O)Nc1ccc(Cl)cc1
→ -0.7	0.0	-4	7
CC1C(c2ccccc2)CC(C(=O)O)C1(C)C (stereo unspecified)
→ -1.0	0.1	-11	0
CCOC(=O)C1CCCN(c2cc(C)nc3c(-c4ccc(OC)c(OC)c4)c(C)nn23)C1 (stereo unspecified)
→ -0.2	0.2	-7	-4
CC(C)CS(=O)(=O)c1nsc2nc(=O)c(C=C3C=CC(=O)C=C3)c(N)n12
→ -0.6	-0.4	-5	2
Cc1ccc(OCCOc2ccc(/C=C3/C(=N)N4N=C(CC(C)C)SC4=NC3=O)cc2)cc1
→ 1.9	0.1	-1	-26
COc1ccc(CN2C(=O)c3c(c(C)n(C)c3C)C2C(=O)NC2CCC(C)CC2)cc1 (stereo unspecified)
→ 0.8	0.1	5	16
O=C1OC(c2ccccc2F)=N/C1=C\c1ccc(I)cc1
→ -1.1	0.1	-13	7
COC(=O)C1=c2s/c(=C/c3cccnc3)c(=O)n2C(N)=C(C#N)C1c1cccnc1 (stereo unspecified)
→ 1.2	-0.4	-12	-1
Cc1ccc(S(=O)(=O)NCc2ccccc2)c(C)c1NS(C)(=O)=O
→ -1.3	0.0	25	3
Cc1cc(C)c2nc(N3CCC(C(=O)N4CCOCC4)CC3)sc2c1
→ 1.2	-0.1	5	6
CCOC(=O)c1cnc2c(C)cc(Cl)cc2c1Nc1ccc(N(C)C)cc1
→ -0.7	0.3	-12	14
Cc1cc(NC(=O)c2sc3nc4c(cc3c2N)C2CCN4CC2)no1
→ -0.2	-0.3	2	-29

The listing continues:
Values in the order: GPR151 ag	FBW7 act	MITF primary	TEAD-YAP inh
Cc1ccnc(NC(=O)CCC(=O)N(CC(=O)NC(C)(C)C)c2ccc(C)cc2C)c1
→ -0.3	0.1	2	-6
O=C(Nc1ccc2c(c1)CN(Cc1cccc3c1OCO3)CC2)C1CCCO1 (stereo unspecified)
→ 0.3	0.0	-5	4
COc1ccccc1NC(=O)CN1N=NC2C(=O)N(c3cccc(Cl)c3)C(=O)C21 (stereo unspecified)
→ -0.5	-0.1	1	-6
CSc1ccc(NC(=O)Nc2cccn(Cc3ccc(C)cc3)c2=O)cc1
→ 0.5	-0.2	-4	33*
Cc1ccc(N(C(=O)C2CCCCC2)C2C=CS(=O)(=O)C2)cc1 (stereo unspecified)
→ -1.9	0.0	-1	-1
CCN(CC)c1nc(Nc2ccc(NC(C)=O)cc2)nc(N2CCOCC2)n1
→ 0.1	0.0	15	-15
CC(C)CCNC(=O)C(=O)NCc1cccnc1
→ 1.3	-0.1	-26	1
CNC(=O)Cc1nc2ccccc2n1CC(=O)Nc1ccccc1F
→ 0.6	-0.1	6	4
CC(=O)NC1C(OCc2ccc3ccccc3c2)OC(COC(C)=O)C(OC(C)=O)C1OC(C)=O (stereo unspecified)
→ -0.2	0.0	1	-2
COc1ccc(NC(=O)c2cccc([N+](=O)[O-])c2C)c(OC)c1
→ 0.3	0.0	6	5
COc1cc2c(cc1NC(=O)C(=O)NCCCN1CCOCC1)oc1ccccc12
→ 0.2	0.2	8	-13
N#CCCCN1C(=O)C(=O)c2ccccc21
→ 0.0	-0.1	-1	-7
Cc1cc(=O)n2ncnc2n1Cc1ccccc1
→ 0.2	0.1	-1	6
COc1ccc(C(NC(=O)C2CCN(C(=O)NC(C)(C)C)CC2)c2ccccn2)cc1 (stereo unspecified)
→ -0.2	-0.1	11	1
CCc1ccc(S(=O)(=O)NCCc2csc(-c3ccccc3)n2)cc1
→ 1.4	-0.1	-3	0
CCOC(=O)c1cccc(NC(=O)/C(C#N)=C/c2ccc(OC)cc2)c1
→ 1.1	0.1	13	1
Cc1ncc(-c2ccncc2)c(C2CCCN(C(=O)Cc3cccs3)C2)n1 (stereo unspecified)
→ -0.4	0.0	13	-26
COc1ccc(CCNS(=O)(=O)c2ccc(OC)c(Cl)c2)cc1
→ 0.0	0.3	11	0
O=C(O)c1c(CNCc2ccccn2)c2ccccc2n1Cc1ccccc1
→ -0.8	-1.7	24	5
Cc1nn2c(=O)/c(=C/c3ccccc3)sc2nc1=O
→ 0.0	0.2	-4	2

Single records, as listed above.
Results for O=C(Nc1ccc2c(c1)CN(Cc1cccc3c1OCO3)CC2)C1CCCO1 (stereo unspecified) : GPR151 ag: 0.3; FBW7 act: 0.0; MITF primary: -5; TEAD-YAP inh: 4
Results for Cc1ccc(OCCOc2ccc([N+](=O)[O-])cc2-c2nc3sc4c(c3c(=O)[nH]2)CCCC4)cc1 : GPR151 ag: 0.9; FBW7 act: -0.1; MITF primary: -7; TEAD-YAP inh: -4

Following part.
Values in the order: GPR151 ag	FBW7 act	MITF primary	TEAD-YAP inh
Cc1ccc(CNC(=O)/C=C/C(=O)O)cc1
→ -0.7	0.2	6	18
c1ccc(C(c2nnnn2C2CCCC2)N2CCN(Cc3ccc4c(c3)OCO4)CC2)cc1 (stereo unspecified)
→ 0.6	-0.2	-3	7
O=C(CSc1nc(-c2ccccc2Cl)ns1)NCc1ccc2c(c1)OCO2
→ 0.6	0.3	3	9
COc1ccc(/C=C(\C#N)c2nc3ccccc3[nH]2)cc1OC(C)=O
→ 0.0	0.1	9	-19
O=C(Nc1c(C(=O)Nc2ccc(F)cc2)cnn1-c1ccccc1)c1ccco1
→ 0.2	-0.1	-8	-6
COc1ccc(Nc2cc(C)nc(N3CCN(C(=O)c4cccc(OC)c4)CC3)n2)cc1
→ 0.0	0.1	12	9
Cc1ccccc1OCCCC(=O)Nc1ccccc1F
→ 0.2	-0.2	-15	-12
CCOC(=O)c1ccc(COC(=O)CN2C(=O)c3ccccc3C2=O)c(Br)c1
→ 0.3	0.1	19	3
